Screening results: PubChem BioAssay, several laboratories
FLuc act counter = firefly luciferase counter-screen for stimulation assays | 200,000 tested, under 10 active | ATPlite luciferase biochemical, luminescence, 10 min; 0 = ATP-free wells, 1 = DMSO control | activation factor at 10 µM | P08659;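 active = luciferase activation factor, scaled between plate controls, of at least 2 with compound at 10 µM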
Target sequence (P08659 whole entry, looked up): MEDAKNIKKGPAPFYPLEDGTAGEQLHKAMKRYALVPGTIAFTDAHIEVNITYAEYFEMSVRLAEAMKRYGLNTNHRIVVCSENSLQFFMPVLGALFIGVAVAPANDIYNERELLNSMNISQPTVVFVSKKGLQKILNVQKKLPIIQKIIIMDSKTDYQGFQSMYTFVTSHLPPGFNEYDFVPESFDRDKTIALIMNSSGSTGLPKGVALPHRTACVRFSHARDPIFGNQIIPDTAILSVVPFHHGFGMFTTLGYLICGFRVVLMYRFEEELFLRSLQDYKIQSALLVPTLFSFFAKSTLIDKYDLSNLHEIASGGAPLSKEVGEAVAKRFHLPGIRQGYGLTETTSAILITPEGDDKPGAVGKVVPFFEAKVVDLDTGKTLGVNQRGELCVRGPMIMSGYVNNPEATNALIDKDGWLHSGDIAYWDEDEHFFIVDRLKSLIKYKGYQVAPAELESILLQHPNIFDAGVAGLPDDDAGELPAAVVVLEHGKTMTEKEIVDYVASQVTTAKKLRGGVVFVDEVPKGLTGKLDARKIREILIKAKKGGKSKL
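Assay system: Luciferase/luciferin detection reagent, cell-free biochemical luciferase assay / Read-out: luciferase activation / Benchmarks: No-ATP low control, compound-free enzyme-plus-ATP high control / Medium: PBS buffer for ATP / Detection: luminescence measurement of luciferase light output / Schedule: 10 min at ambient temperature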
TNAP inh hi DEA = TNAP (human) inhibition, high acceptor. purified TNAP, CDP-star luminescence, 1 M DEA. P05186. inhibition, % at 20 µM. hit rate 0.03% among 200,000;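 active = over 50% inhibition of tissue-nonspecific alkaline phosphatase at 20 µM in the single-dose screen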;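 also: plate controls were DMSO wells for no effect and EDTA-quenched wells as full inhibition for full effect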
TNAP act hiacc = activators of human TNAP at high phosphate acceptor concentration; 200,000 tested, under 10 active; P05186; activation factor at 20 µM; purified TNAP, CDP-star luminescence, 1 M DEA, 30 min; stronger effect = higher value; 0 = EDTA background, 1 = DMSO-only activity;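 active = activation factor at least 2 at 20 µM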
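Dosing: 20 µM single point. System: human TNAP. Amount: TNAP 1/800 final. Incubation: 30 min, room temperature. Read-out: TNAP activation factor scaled between EDTA and DMSO control wells. Signal: luminescence from CDP-star hydrolysis. Medium: 1 M DEA, pH 9.8, Mg2+, Zn2+. Control set: EDTA negative control, DMSO positive control.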
TNAP inh noacc = blocks human TNAP activity with no phosphate acceptor present. P05186. purified TNAP, CDP-star luminescence, 30 min. inhibition, % at 20 µM. hit rate 0.26% among 200,000. AID 1012;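 active = tissue-nonspecific alkaline phosphatase inhibition above about 50% at 20 µM in the single-dose screen, limit read from the data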;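 also: 0% = DMSO negative control and 100% = EDTA positive control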
Efa HMGR inh = blocks class II HMG-CoA reductase of Enterococcus faecalis; purified E. faecalis HMGR, NADPH absorbance 340 nm kinetic; inhibition, % at 10 µM; hit rate 0.41% among 190,000; AID 1066;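 active = inhibition above a set limit, the median over all tested compounds plus 3 SD, cut at about 9.5% in these data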;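 also: enzyme runs in reverse so mevalonate oxidation gives rising NADPH absorbance; 0% = complete reaction with DMSO and 100% = background rate lacking mevalonate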
PMI act hi M6P = PMI (human) activation, high substrate. coupled PMI enzyme assay, resazurin fluorescence, 20 min; stronger effect = higher value; 1 = untreated enzyme, 0 = substrate-free blank. activation factor at 20 µM. hit rate 0.34% among 190,000. AID 1216;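 active = activation factor of 2 or more at 20 µM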
Target sequence (P34949 whole entry, looked up): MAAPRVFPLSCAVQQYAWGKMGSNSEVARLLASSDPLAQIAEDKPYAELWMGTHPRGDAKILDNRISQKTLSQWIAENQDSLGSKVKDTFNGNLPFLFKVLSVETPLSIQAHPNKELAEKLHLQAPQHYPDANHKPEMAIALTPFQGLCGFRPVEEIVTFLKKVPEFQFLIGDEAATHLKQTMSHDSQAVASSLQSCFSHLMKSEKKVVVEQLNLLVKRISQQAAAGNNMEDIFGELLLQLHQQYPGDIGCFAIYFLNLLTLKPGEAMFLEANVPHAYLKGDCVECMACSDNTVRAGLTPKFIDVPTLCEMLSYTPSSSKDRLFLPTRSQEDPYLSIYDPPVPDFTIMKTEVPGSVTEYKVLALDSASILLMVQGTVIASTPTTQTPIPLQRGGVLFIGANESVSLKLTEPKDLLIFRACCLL
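test system = human PMI in coupled enzyme assay | medium = HEPES-buffered pH 7.4 with magnesium and detergent | also added = 1.0 mM mannose-6-phosphate substrate with 0.22 mM NADP+ | compound = 20 µM single dose | times = 20 min incubation at room temperature | measured by = resorufin fluorescence (Ex 544/Em 590 nm) from resazurin via diaphorase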
G6PDH counter = inhibits Leuconostoc G6PDH, flagging false hits in G6PDH-based assays | hit rate 0.12% among 200,000 | Purified L. mesenteroides G6PDH, diaphorase/resazurin coupled fluorescence, 45 min | inhibition, % at 5 µM; in the data active = inhibition above about 50%
PMI activator = activators of human phosphomannose isomerase; purified human PMI, coupled resazurin fluorescence, 20 min; stronger effect = higher value; 1 = vehicle control, 0 substrate-free wells; activation factor at 20 µM; hit rate 0.005% among 190,000;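 active = activation factor of 2 or more at 20 µM, relative to plate controls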
Diaphorase act = counter-screen for diaphorase-based assays: diaphorase activators and chemical reducers; Diaphorase/resazurin coupled assay, resorufin fluorescence, 16 min; stronger effect = higher value; 1 = vehicle wells, 0 = NADH-free wells; activation factor at 20 µM; hit rate 0.005% among 190,000; AID 1229;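 active = diaphorase activity raised at least twofold by the compound at 20 µM; inactive = activation factor below 2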
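Material: Purified diaphorase enzyme from Clostridium kluyveri | Buffer or medium: 50 mM HEPES pH 7.4 with 4.542 mM MgCl2, 0.005% Tween 20 | Times: 16 min enzyme reaction, ambient temperature | Signal: Red resorufin fluorescence at 544/590 nm excitation/emission | Measure: Increased resorufin signal from activators or reducing compounds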
Diaph inh CS = counter-screen for diaphorase-based assays: diaphorase inhibitors and chemical oxidizers. diaphorase resazurin-to-resorufin fluorescence, NADH, 16 min; bacterial (C. kluyveri) enzyme, not human. inhibition, % at 20 µM. hit rate 0.69% among 190,000;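 active = primary screen inhibition at 20 µM above a set limit, cut at about 50% in these data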;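 also: plate controls were DMSO with full reaction for no effect and wells lacking NADH for full effect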
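Assay system: diaphorase enzyme from Clostridium kluyveri. Quantity: enzyme working solution with 0.14 U/mL diaphorase. Schedule: reaction incubation of 16 min at room temperature. Technique: resorufin fluorescence, excitation 544 nm, emission 590 nm. Controls: No-NADH positive control and DMSO neutral control.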
Starred values were filed as active, the others as inactive. Random draw from the library; overall some 1.7% were active at least once.

1	Cc1c(C(=O)OCc2nc3scc(-c4ccccc4)c3c(=O)[nH]2)cccc1[N+](=O)[O-]
2	CCN(CC)C(=O)CN(c1cccc([N+](=O)[O-])c1)S(=O)(=O)c1ccccc1
3	Cc1cc(S(=O)(=O)Nc2ccccc2C)ccc1F
4	O=C(NCc1cccs1)c1cccnc1Cl
5	CCN(CCO)C(=O)CC(c1ccccc1)c1cc(Br)ccc1O (stereo not drawn)
6	CC(C)NC(=O)C1COc2ccccc2O1 (stereo not drawn)
assay / entry	1	2	3	4	5	6
FLuc act counter	1	1.1	1.1	1.1	1.1	1
TNAP inh hi DEA	-5	-4	8	0	-3	-2
TNAP act hiacc	1.1	1	0.9	1	1	1
TNAP inh noacc	0	2	-11	-10	-3	-7
Efa HMGR inh	-1	-2	-4	-4	-2	-1
PMI act hi M6P	1	1.1	0.9	1.1	1.1	1
G6PDH counter	-2	14	6	4	14	7
PMI activator	1	1	1	1.1	1.1	1
Diaphorase act	1	0.9	0.9	0.9	1	1
Diaph inh CS	3	8	10	8	-1	4

7	Cc1ccc(N2C(=S)N=C(Nc3ccccc3C)C23CCOC(C)(C)C3)cc1 (stereo not drawn)
8	Fc1ccc(CSc2nnc(-c3cc4c(s3)-c3ccccc3CC4)o2)cc1
9	CN=C(Nc1cccc(Cl)c1)SC1CC(=O)N(c2ccc(OC)cc2)C1=O (stereo not drawn)
10	O=C(NC1CC1)C1CCN(C2CCN(C(=O)Cc3ccc4c(c3)OCO4)CC2)CC1
11	Cc1sc2nc(SCC(=O)N(C)C)[nH]c(=O)c2c1C
12	CCOC(=O)C1(CCc2ccccc2)CCN(C(=O)c2occc2C)CC1
assay / entry	7	8	9	10	11	12
FLuc act counter	1.1	1.1	1	1	1	1.1
TNAP inh hi DEA	-2	-4	-6	4	-4	-8
TNAP act hiacc	1	1	1.1	1	1	1.1
TNAP inh noacc	4	-8	-8	-1	-10	-9
Efa HMGR inh	-9	-8	2	-2	-2	6
PMI act hi M6P	0.9	0.9	0.9	1	0.8	1
G6PDH counter	7	8	7	3	9	12
PMI activator	1	0.9	0.8	1	0.8	0.9
Diaphorase act	1	0.8	0.6	1	0.8	0.8
Diaph inh CS	3	15	42	2	22	22

Quoted from the listing.
Diaph inh CS, cpd 7 → 3
PMI act hi M6P, cpd 3 → 0.9
Diaphorase act, cpd 12 → 0.8
FLuc act counter, cpd 11 → 1
PMI act hi M6P, cpd 8 → 0.9

No new results follow: two of the compounds above.
1	Cc1c(C(=O)OCc2nc3scc(-c4ccccc4)c3c(=O)[nH]2)cccc1[N+](=O)[O-]
2	CCN(CC)C(=O)CN(c1cccc([N+](=O)[O-])c1)S(=O)(=O)c1ccccc1
assay / entry	1	2
FLuc act counter	1	1.1
TNAP inh hi DEA	-5	-4
TNAP act hiacc	1.1	1
TNAP inh noacc	0	2
Efa HMGR inh	-1	-2
PMI act hi M6P	1	1.1
G6PDH counter	-2	14
PMI activator	1	1
Diaphorase act	1	0.9
Diaph inh CS	3	8

(next part)
13	Cc1ccc2oc(C(=O)Nc3nnc(C)s3)c(C)c2c1
14	Cc1cccc(CSc2nnnn2-c2ccccc2)c1
15	O=C(CSc1nnc(-c2ccco2)o1)NC(=O)C1COc2ccccc2O1 (stereo not drawn)
16	O=C(CCC(=O)N1CCCC1)Nc1nnc(C(F)(F)F)s1
17	Nc1nc(SCC(=O)N2CCOCC2)[nH]c(=O)c1-c1ccccc1
18	O=C1CCCc2ccccc2N1Cc1ccc(F)cc1
assay / entry	13	14	15	16	17	18
FLuc act counter	0.4	1	1	1	1.1	1.1
TNAP inh hi DEA	1	-1	-8	-2	-4	-7
TNAP act hiacc	1	1	1.1	1	1	1.1
TNAP inh noacc	-8	-5	-7	-8	-4	-11
Efa HMGR inh	-5	-3	0	3	-2	-1
PMI act hi M6P	0.9	1	1	0.9	0.9	0.9
G6PDH counter	-5	2	6	10	9	3
PMI activator	1	0.9	1	0.9	1	1
Diaphorase act	0.9	0.9	0.9	0.9	0.9	0.9
Diaph inh CS	5	12	8	11	14	10

19	COc1cc2c(cc1OC)CN(C(=O)c1ccc3nc[nH]c3c1)CC2
20	Cc1ccccc1C(C(=O)NC1CCCCC1)N(C(=O)c1ccccn1)c1cccnc1 (stereo not drawn)
21	O=C(CCc1ccccc1)Nc1ccccc1F
22	O=C(NCCc1ccccc1)C1CCN(S(=O)(=O)N2CCC3(CC2)OCCO3)CC1
23	COc1ccc(Nc2nc(C)cc(C)c2C(N)=O)cc1
24	Cc1ccc(-c2nn3nnnc3c3ccccc23)cc1C
assay / entry	19	20	21	22	23	24
FLuc act counter	1	1.1	0.9	1.1	1.1	1
TNAP inh hi DEA	-4	-6	-6	1	-9	-4
TNAP act hiacc	1	1.1	1.1	1	1.1	1
TNAP inh noacc	-46	-10	-10	-18	-16	-11
Efa HMGR inh	0	-3	-8	-3	-1	-5
PMI act hi M6P	1	0.9	1	0.9	1.1	1.1
G6PDH counter	-4	17	10	-13	1	1
PMI activator	1.1	0.9	1	0.8	1.1	1
Diaphorase act	1	0.8	0.9	0.9	0.8	1
Diaph inh CS	-5	18	12	13	16	-3

25	COc1ccc(NC(=O)CN2CCN(C(=O)c3ccco3)CC2)c(OC)c1
26	CNC(=O)CSc1nnc(-c2cccc(S(=O)(=O)N3CCOCC3)c2)n1-c1ccc(F)cc1
27	CCOc1ccccc1C(=O)N1CCN(C(c2ccccc2)c2ccccc2)CC1
28	Cn1c(CSCc2ccccc2Cl)nnc1SCC(=O)Nc1nccs1
29	COCC(=O)N(c1ccccc1)C(C)C(=O)OC (stereo not drawn)
30	CC(c1cccs1)N(C)Cc1nc(CCc2ccccc2)no1 (stereo not drawn)
assay / entry	25	26	27	28	29	30
FLuc act counter	1.1	1	1.1	1.1	1	1.1
TNAP inh hi DEA	-4	-3	-5	-4	5	-2
TNAP act hiacc	1	1	1.1	1	0.9	1
TNAP inh noacc	-11	-13	-10	-4	-5	-4
Efa HMGR inh	-5	-3	2	-3	-5	2
PMI act hi M6P	1	0.9	0.9	0.9	1	0.9
G6PDH counter	4	-14	6	-18	8	5
PMI activator	1	0.9	0.9	0.9	1	0.9
Diaphorase act	0.9	0.8	0.8	0.8	0.9	0.9
Diaph inh CS	7	17	17	24	6	9

31	COc1ccc(C(=O)OCC(=O)Nc2cc(S(=O)(=O)N3CCOCC3)ccc2N2CCCC2)cc1
32	COc1ccc(N=CC2=C(O)CC(c3ccccc3)CC2=O)c(OC)c1 (stereo not drawn)
33	COc1ccc(N=C2NC(=O)C(CC(=O)NCCc3ccc(OC)c(OC)c3)S2)cc1 (stereo not drawn)
34	COc1ccc(CCNC(=S)Nc2cccc(C)c2C)cc1
35	OCCn1c(-c2ccccc2)csc1=Nc1ccccc1
36	O=C(CN1C(=O)CC(c2ccccc2)S(=O)(=O)c2ccccc21)N1CCOCC1 (stereo not drawn)
assay / entry	31	32	33	34	35	36
FLuc act counter	1	1	1.1	1	1.1	1
TNAP inh hi DEA	-4	-3	-7	-6	-6	6
TNAP act hiacc	1	1	1.1	1.1	1.1	0.9
TNAP inh noacc	-15	0	16	-15	-8	-6
Efa HMGR inh	-1	4	-3	-2	0	-2
PMI act hi M6P	1	0.8	1	1	1.1	1
G6PDH counter	0	-2	5	-6	1	5
PMI activator	1	1	1	1	1	1.1
Diaphorase act	0.8	0.8	0.8	0.9	0.9	1
Diaph inh CS	16	20	22	9	8	2

37	Cc1ccc(CNC(=O)c2sc3nc4c(c(C(F)(F)F)c3c2N)CCC4)cc1
38	COC(=O)c1ccc(NC(=O)CCN2C(=O)CSC2=O)cc1
39	CCOC(=O)CSc1nnc(Cn2nnc(-c3ccccc3)n2)n1CC
40	CCCCc1ccc(/C=C2\C(=O)ON=C2c2ccccc2)s1
41	COc1ccc(/C=C2/N=C(SC3CCOC3=O)N(c3cccc(OC)c3)C2=O)cc1 (stereo not drawn)
42	O=C1NC(=O)/C(=C\c2ccc(OCc3cccc([N+](=O)[O-])c3)cc2)N1
assay / entry	37	38	39	40	41	42
FLuc act counter	1.1	1.1	1	1	1	1.1
TNAP inh hi DEA	-6	-4	-7	0	0	0
TNAP act hiacc	1.1	1	1.1	1	1	1
TNAP inh noacc	0	-10	-18	-9	-5	2
Efa HMGR inh	-4	-2	7	3	-5	-3
PMI act hi M6P	0.9	1	1	1	0.9	1
G6PDH counter	3	14	-25	6	-33	6
PMI activator	0.9	1.2	1	0.9	0.9	1.1
Diaphorase act	0.8	0.8	0.8	0.9	0.9	1.1
Diaph inh CS	20	19	15	12	9	-6

43	COC(=O)c1cc(NC(=O)c2cccc([N+](=O)[O-])c2C)ccc1Cl
44	COC(=O)C1CCN(C(=O)CCCOc2ccccc2)CC1
45	COc1ccc(S(=O)(=O)N2CCOCC2)cc1C(=O)Nc1ccon1
46	Cc1ccccc1Nc1nc(=O)c2cc([N+](=O)[O-])ccc2s1
47	Cc1nnc(Nc2ccccc2)n(N)c1=O
48	CCc1ccc(C2N(c3ccc(OC)cc3)C(=O)C3CCCN32)cc1 (stereo not drawn)
49	CCCCCCc1cc2cc(S(=O)(=O)c3ccc(C)cc3)c(=O)oc2cc1O
assay / entry	43	44	45	46	47	48	49
FLuc act counter	1	0.9	1	1	1	1.1	1.1
TNAP inh hi DEA	-4	-1	-8	-1	2	-11	-10
TNAP act hiacc	1	1	1.1	1	1	1.1	1.1
TNAP inh noacc	-7	-7	-14	-12	-6	6	-20
Efa HMGR inh	-2	-1	-3	-6	1	-8	0
PMI act hi M6P	0.9	0.9	0.9	0.9	1	1.1	0.9
G6PDH counter	5	4	35	-9	2	0	19
PMI activator	0.9	0.8	0.8	0.9	0.9	1.1	1
Diaphorase act	0.9	0.8	0.8	1	1	1.1	0.8
Diaph inh CS	9	16	16	2	4	-10	19

Complete entries, looked up by structure. Values in the order: FLuc act counter	TNAP inh hi DEA	TNAP act hiacc	TNAP inh noacc	Efa HMGR inh	PMI act hi M6P	G6PDH counter	PMI activator	Diaphorase act	Diaph inh CS
Record of COC(=O)C1CCN(C(=O)CCCOc2ccccc2)CC1 → 0.9	-1	1	-7	-1	0.9	4	0.8	0.8	16
Record of CCCCCCc1cc2cc(S(=O)(=O)c3ccc(C)cc3)c(=O)oc2cc1O → 1.1	-10	1.1	-20	0	0.9	19	1	0.8	19
Record of COC(=O)c1cc(NC(=O)c2cccc([N+](=O)[O-])c2C)ccc1Cl → 1	-4	1	-7	-2	0.9	5	0.9	0.9	9
